proCasp7 act = procaspase-7 activators, primary screen, counter-screen for procaspase-3 activator project, biochemical, absorbance, HTS, human; Caspase-7 (Homo sapiens), P55210; recombinant procaspase-7, Ac-DEVD-pNA absorbance 405 nm; D23A/D198A/D206A triple mutant, cannot self-cleave; scale: DMSO 0, 5 µM enzyme 100; activation, % at 8.5 µM; 330,000 compounds, 0.093% hits; AID 463210, 2010;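 active = percent activation above the screen-wide mean plus 3 SD, cut at about 25% in these data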
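Assay system: Uncleavable procaspase-7 mutant enzyme | Input: 2 µM procaspase-7 mutant as dispensed | Timing: 1 h compound preincubation, 2 h substrate cleavage, 25 °C | Repeats: One well per compound | Control set: DMSO wells as 0%, DMSO with 5 µM added PC-7 as 100% | Technique: Epi-absorbance of released pNA at 405 nm, two timepoints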
MEP2-GFP yeast = modulators of MEP2-GFP levels in yeast, primary screen, S. cerevisiae, multiplex flow cytometry, MLPCN library; S. cerevisiae MEP2-GFP strain, 3 h; 100% = DMSO control level; GFP response vs DMSO, % at 10 µM; 330,000 compounds, 0.51% hits;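 active = GFP response versus DMSO above a set limit, roughly screen mean plus 3 SD, cut at about 180% in these data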;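 also: median GFP fluorescence of the barcode-gated MEP2-GFP cells per well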
EBNA-1 inh = EBNA-1 DNA-binding inhibitors, primary screen, biochemical, fluorescence polarization. inhibition, % at 14.8 µM. 300,000 compounds, 0.34% hits; in the data active = inhibition above about 28%
RPL19A TOR yeast = RPL19A-GFP expression modulators in yeast, primary screen, cell-based, S. cerevisiae, multiplex flow cytometry, MLPCN. S. cerevisiae RPL19A-GFP strain, 3 h; stronger effect = lower value. percent response vs DMSO, % at 10 µM. 330,000 compounds, 0.3% hits;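 active = percent response vs DMSO below 50%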;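 also: median channel GFP fluorescence of the barcoded RPL19A-GFP strain; ratio of sample median GFP to plate DMSO average so 100% = DMSO; lower means less RPL19A-GFP as with rapamycin TOR inhibition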
ZTA counter = ZTA (EBV) inhibition in EBNA-1 counter-screen; ZTA-DNA binding, fluorescence polarization; P03206; 320,000 compounds, 0.15% hits; AID 2234; inhibition, % at 11 µM; in the data active = inhibition above about 33%
LAP4-GFP MLPCN = modulators of LAP4-GFP expression in yeast, primary screen, S. cerevisiae, multiplex flow cytometry, MLPCN library; 3 h; median GFP as percent of DMSO wells; GFP response vs DMSO, % at 10 µM; 320,000 compounds, 0.34% hits; AID 2023, 2009;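 active = GFP response vs DMSO above a set limit, about the screen mean plus 3 SD, cut at about 150% in these data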
AHR activator = AHR activators, primary screen, cell-based, luminescence, luciferase reporter, human; Aryl hydrocarbon receptor (Homo sapiens), P35869; AHR-responsive luciferase reporter cells; activation, % at 5 µM; 320,000 compounds, 2.5% hits; in the data active = activation above about 47%;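 also: 0% = vehicle wells and 100% = reference agonist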
proCasp3 act = activators of human procaspase-3 D3A mutant, primary screen, biochemical, absorbance, PC-3 D3A mutant, single concentration; Caspase-3 (Homo sapiens), P42574; recombinant procaspase-3 D3A, Ac-DEVD-pNA absorbance 405 nm; activation, % at 8.5 µM; 330,000 compounds, 0.11% hits; AID 463141, 2010;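 active = activation above the mean of all tested compounds plus 3 SD, cut at about 21% in these data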;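 also: 0% = DMSO alone and 100% = DMSO wells spiked with extra 5 µM PC-3 D3A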
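Assay system: Procaspase-3 D3A mutant, all three cleavage aspartates alanine. Buffer or medium: Zinc-free HEPES saline buffer with Triton X-100. Times: 1 h compound preincubation, 2 h substrate hydrolysis at 25 °C. Measured by: 405 nm absorbance of p-nitroaniline, reads at 0 and 120 min. Read-out basis: percent activation relative to control range. Replicates: singlicate.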
* = called active by the depositor; . = no result given.

SMILES	proCasp7 act	MEP2-GFP yeast	EBNA-1 inh	RPL19A TOR yeast	ZTA counter	LAP4-GFP MLPCN	AHR activator	proCasp3 act
COC(=O)c1cc(C(=O)c2cc(F)ccc2O)cn2c(=O)c3c(C)c(C)sc3nc12	-5	100	-1	98	-19	101	4	11
CCN(c1ccc(NC(=O)COC(=O)c2ccc(C)s2)cc1)C(C)C	-10	105	-3	100	-8	89	-1	10
O=C(CC1S/C(=N/N=C/C=C/c2ccccc2)NC1=O)Nc1ccc(C(=O)O)cc1 (stereo unspecified)	2	101	4	98	-6	102	0	5
CC(C)NC(=O)c1sc2nc(-c3cccs3)cc(-c3cccs3)c2c1N	1	100	12	92	6	111	-3	0
O=C(NCc1cccc(Cl)c1)NCc1cccc(Cl)c1	5	98	1	103	-13	89	7	11
O=C(CN1CCN(c2ncccn2)CC1)N(Cc1ccccc1)c1ccc(F)cc1	4	109	-3	103	-5	110	1	2
CCOC(=O)c1c(NC(=O)C2=C(C)NC(=S)NC2c2ccc(F)cc2)sc(C)c1C (stereo unspecified)	1	100	6	101	-23	98	5	13
COc1ccc2c(c1)CCC1=C2NC(=S)NC1c1ccc(N(C)C)cc1 (stereo unspecified)	-20	96	-3	95	-19	99	2	-3
CCCCN(C(=O)C1CCC1)c1c(N)n(Cc2ccccc2)c(=O)[nH]c1=O	3	101	.	101	-23	97	1	-3
Cc1c(NC(=O)/C(C#N)=C/c2ccc(-c3cc(Cl)ccc3Cl)o2)c(=O)n(-c2ccccc2)n1C	2	101	-6	105	19	91	-11	-2
CCn1c(SC(=O)NC2CCCCC2)nnc1-c1cccs1	-10	110	14	99	-11	103	6	-6
CC(=O)Nc1ccc(C(=O)Nc2ccc3c(c2)OCCO3)cc1	3	104	-2	105	-2	110	11	2
CC1CCN(CC(=O)Nc2ccc(S(=O)(=O)N3C(C)CCCC3C)cc2)CC1 (stereo unspecified)	-5	105	-2	104	1	93	-2	1
Cc1cc(=O)oc2cc(OCC(=O)N/N=C/c3ccccc3O)ccc12	-10	107	3	107	8	100	6	8
C=CC[C@@H](CC(=O)N[C@@H](CO)Cc1ccccc1)C(=O)NC[C@@H](OC(=O)[C@@H](CC=C)Cc1ccc(F)cc1)c1ccccc1	2	94	.	94	.	92	-1	-7
CCOC(=O)Cn1c(=O)oc2cc(S(=O)(=O)NCc3ccccn3)ccc21	-6	92	3	100	15	89	1	5
O=[N+]([O-])c1ccc(N2CCN(S(=O)(=O)c3ccccc3)CC2)cc1NCCN1CCOCC1	1	98	1	102	-9	90	1	-7
CC1=CC(=C2C(=O)c3ccccc3C2=O)C=C(C)O1	6	106	11	102	12	101	7	-18
Cc1cc(NC(=O)CCCN2C(=O)c3cccnc3C2=O)no1	9	103	10	96	2	95	-1	-5
CC(OC(=O)CN1C(=O)c2ccccc2C1=O)C(=O)NC1CCCCC1 (stereo unspecified)	3	101	3	103	10	103	-1	10
Cc1cc(C)nc(N/N=C/c2cccc(Cl)c2)n1	5	100	-6	103	3	106	28	2
CC(=O)c1c(COC(=O)c2ccncc2)nc2ccccc2[n+]1[O-]	4	93	-4	103	-2	99	5	-1
O=C(OCc1ccc2c(c1)OCO2)c1cccc(S(=O)(=O)N2CCCCC2)c1	10	99	-6	99	10	95	6	-6
O=C(Nc1ccc(Cl)c(Cl)c1)OCc1cnc(Cl)s1	3	107	12	100	-9	96	2	5
CC1CC(C)CN(S(=O)(=O)c2cc(C(=O)O)c(Cl)s2)C1 (stereo unspecified)	6	103	-8	101	2	92	-1	-1
COc1ccc(S(=O)(=O)N2CCCCCC2)cc1C(=O)N(C)CCOc1ccccc1	2	100	-5	93	7	98	0	-7
Cc1ccc(N2C(=O)c3ccccc3C2Nc2ccc(S(=O)(=O)N3CCCCC3)cc2)nc1 (stereo unspecified)	0	92	8	87	-17	87	4	-9
C=CCSc1cc(C)nc2c(-c3ccccc3)cnn12	9	99	-2	97	-6	117	99*	0
CC(=O)C1=C(O)C(=O)N(Cc2ccco2)C1c1ccccc1F (stereo unspecified)	-10	99	9	97	-2	90	2	2
COc1ccccc1NC(=O)CCCC(=O)OC(C)C(=O)c1ccccc1 (stereo unspecified)	5	102	-12	103	0	103	0	-4

Some of these compounds in order of SMILES length, low to high:
SMILES	proCasp7 act	MEP2-GFP yeast	EBNA-1 inh	RPL19A TOR yeast	ZTA counter	LAP4-GFP MLPCN	AHR activator	proCasp3 act
CC(=O)C1=C(O)C(=O)N(Cc2ccco2)C1c1ccccc1F (stereo unspecified)	-10	99	9	97	-2	90	2	2
COc1ccccc1NC(=O)CCCC(=O)OC(C)C(=O)c1ccccc1 (stereo unspecified)	5	102	-12	103	0	103	0	-4
CC(=O)c1c(COC(=O)c2ccncc2)nc2ccccc2[n+]1[O-]	4	93	-4	103	-2	99	5	-1
CCOC(=O)Cn1c(=O)oc2cc(S(=O)(=O)NCc3ccccn3)ccc21	-6	92	3	100	15	89	1	5
O=C(OCc1ccc2c(c1)OCO2)c1cccc(S(=O)(=O)N2CCCCC2)c1	10	99	-6	99	10	95	6	-6
O=[N+]([O-])c1ccc(N2CCN(S(=O)(=O)c3ccccc3)CC2)cc1NCCN1CCOCC1	1	98	1	102	-9	90	1	-7

2 entries from above, reformatted:
Every second line gives: proCasp7 act, MEP2-GFP yeast, EBNA-1 inh, RPL19A TOR yeast, ZTA counter, LAP4-GFP MLPCN, AHR activator, proCasp3 act
O=C(Nc1ccc(Cl)c(Cl)c1)OCc1cnc(Cl)s1
  3, 107, 12, 100, -9, 96, 2, 5
CC1CC(C)CN(S(=O)(=O)c2cc(C(=O)O)c(Cl)s2)C1 (stereo unspecified)
  6, 103, -8, 101, 2, 92, -1, -1

Later entries
SMILES	proCasp7 act	MEP2-GFP yeast	EBNA-1 inh	RPL19A TOR yeast	ZTA counter	LAP4-GFP MLPCN	AHR activator	proCasp3 act
Cc1[nH]n(C(N)=S)c(=O)c1N=Nc1ccc(S(=O)(=O)N2CCCC2)cc1	-29	102	-4	97	1	104	2	-33
COc1ccc([N+](=O)[O-])cc1NC(=O)COC(=O)C=C(C)C	4	94	-4	94	-6	94	1	4
Cc1ccc(C(=O)N2CCN(c3ccccc3)CC2)cc1S(=O)(=O)N1CCCC1	-9	91	-1	91	-9	84	5	-2
COc1cccc(CNc2ccc(Br)cn2)c1O	-10	103	1	100	10	113	8	1
COc1cccc(COC(=O)c2cc(=O)[nH]c3ccc(S(=O)(=O)N4CCOCC4)cc23)c1OC	0	96	6	108	-2	105	1	4
CCOc1cc(C2C(C#N)=C(N)OC(C)=C2C(C)=O)c(Br)c(Br)c1OC(C)C (stereo unspecified)	-3	99	-1	100	-2	97	0	-6
Cc1ccc(NC(=O)CC2CS(=O)(=O)CC2CC(=O)Nc2ccc(C)c(C)c2)cc1C (stereo unspecified)	-2	105	7	103	7	101	4	3
O=C1CC(=O)Nc2cc(S(=O)(=O)NCc3cccs3)ccc2N1	3	112	-5	103	4	106	0	-4
O=C(/C=C/c1ccccc1)N/C(=C/c1ccccc1)C(=O)NCCO	-3	94	-6	89	-6	90	2	2
CCN(CC)c1ccc(C(=O)Nn2c(C)nc3ccccc3c2=O)cc1	-2	103	-15	94	-9	93	13	-3
Cc1cc(OC(=O)c2cc(Cl)nc3ccccc23)ccc1Cl	1	93	-6	100	-8	94	11	-7
CCOC(=O)C1CCCN(Cc2ccc(O)c(OC)c2)C1 (stereo unspecified)	5	115	-5	92	15	96	-1	-12
O=C(c1sc2cc(F)ccc2c1Cl)N1CCN(c2cccc(Cl)c2)CC1	-14	110	7	110	-15	106	-7	7
COc1cccc(CN2CCN(Cc3cccc4nonc34)CC2CCO)c1 (stereo unspecified)	-1	97	3	94	-22	97	0	-2
CCN(c1ccccc1)S(=O)(=O)c1ccc(OC)c(NC(=O)Cn2cnc3c2c(=O)n(C)c(=O)n3C)c1	2	110	11	95	6	100	-1	-14

3 successive entries already listed, quoted:
SMILES	proCasp7 act	MEP2-GFP yeast	EBNA-1 inh	RPL19A TOR yeast	ZTA counter	LAP4-GFP MLPCN	AHR activator	proCasp3 act
O=C(c1sc2cc(F)ccc2c1Cl)N1CCN(c2cccc(Cl)c2)CC1	-14	110	7	110	-15	106	-7	7
COc1cccc(CN2CCN(Cc3cccc4nonc34)CC2CCO)c1 (stereo unspecified)	-1	97	3	94	-22	97	0	-2
CCN(c1ccccc1)S(=O)(=O)c1ccc(OC)c(NC(=O)Cn2cnc3c2c(=O)n(C)c(=O)n3C)c1	2	110	11	95	6	100	-1	-14

AHR activator: what is marked active above.
mol	MEP2-GFP yeast	EBNA-1 inh	RPL19A TOR yeast	LAP4-GFP MLPCN	AHR activator	proCasp3 act
C=CCSc1cc(C)nc2c(-c3ccccc3)cnn12	99	-2	97	117	99*	0

(more compounds)
SMILES	proCasp7 act	MEP2-GFP yeast	EBNA-1 inh	RPL19A TOR yeast	ZTA counter	LAP4-GFP MLPCN	AHR activator	proCasp3 act
COc1cccc(-n2c(SCC(=O)NC(C)(C)C)nnc2-c2ccoc2C)c1	-6	102	-1	100	-13	95	0	-7
Cc1cc(C(=O)Nc2ccccc2C)n(-c2ccccc2)n1	4	96	-3	95	-7	91	0	4
COC(=O)CNC(c1ccccc1)c1cc(Br)ccc1NS(=O)(=O)c1ccccc1 (stereo unspecified)	2	106	14	99	6	94	-2	2
COC(=O)c1cccc(S(=O)(=O)N2CCOCC2)c1	-11	102	-12	101	-15	103	6	2
Clc1ccc(-c2noc(COc3ccccc3)n2)cc1	4	109	4	121	4	128	-2	-4
CC(C)n1c(COc2ccccc2)nc2ccccc21	12	104	-23	102	-20	99	-2	-3
COc1ccc(NC(=O)c2nnn(Cc3cccc(F)c3)c2N)c(OC)c1	7	100	7	99	0	98	34	3
CS(=O)(=O)Nc1ccc(-c2cn3c(n2)SCC3)cc1	-1	96	0	102	6	81	8	-13
CCn1cc(C(=O)OCC(=O)Nc2cccc(C)c2)c(=O)c2ccc(C)nc21	-22	97	-12	97	-3	88	2	13
CCc1ccc(OCC(=O)Nc2ccc(N3CCN(C(=O)c4ccccc4)CC3)cc2)cc1	6	98	-2	99	7	86	-6	3
Nc1ccc2cn[nH]c2c1	-2	101	-5	106	5	98	49*	1
O=C1Nc2c(c(=O)[nH]c(=O)n2Cc2ccccc2)C1(NS(=O)(=O)c1ccccc1)C(F)(F)F (stereo unspecified)	-11	95	5	94	1	95	-1	0
CCOc1ccc(CC(=O)NNC(=S)NCCc2ccccc2)cc1	7	111	-14	111	5	103	2	6
O=C(NCc1cccs1)C1CCN(S(=O)(=O)c2cccc3cccnc23)CC1	11	100	5	99	3	97	-2	3
Cc1noc(C)c1NC(=O)Nc1cccc2c1O[C@H](CN(C)S(=O)(=O)c1ccccc1)[C@@H](C)CN([C@H](C)CO)C2=O	1	101	.	104	.	115	0	-6
COc1ccc(Br)cc1S(=O)(=O)NCc1ccccc1	4	93	15	100	1	90	-2	-5
COC(=O)c1ccc(NC(=O)COc2ccc(S(=O)(=O)NC(C)C)cc2)cc1	-8	94	5	118	7	78	1	1

Source: PubChem BioAssay
